Assay outcomes: PubChem BioAssay, National Center for Advancing Translational Sciences (NCATS)
SNCA expr inhib – inhibitors of alpha-synuclein (SNCA) gene expression; AID 1671194; HEK-293 SNCA-luciferase knock-in, luminescence, 24 h; 140,000 tested, 0.17% active; Potency, µM (titrated, usually from 57.2 µM), inactives show at the highest dose activity change, negative = inhibition, actives largely listed as inhibitors;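 also: potency is read from the fitted curve at half-maximal effect; plate controls were DMSO cells for no effect and cell-free wells for full effect; nearly all actives have a fitted effect of over 45% in size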
NIH3T3 tox – NIH 3T3 cell cytotoxicity; NIH 3T3 viability, CellTiter-Glo ATP luminescence, 48-72 h; Potency, µM (series often up to 96.7 µM), for the others: at the highest dose activity change, negative = cytotoxicity, most hits filed as inhibitors; 94,000 tested, 4.3% active; AID 1345082; also: potency is read from the fitted curve at half-maximal effect; nearly all actives have a fitted effect of over 55% in size
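Cytotoxicity was measured by CellTiter-Glo ATP luminescence after 48 or 72 h compound exposure at 37 °C. Mouse NIH 3T3 fibroblasts were seeded at 400 cells/well and dosed by 23 nL pin transfer.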
HEK293 viab – cell viability loss counter-screen; HEK-293-SNCA-luc viability, GF-AFC fluorescence, 24 h; AID 1671193; 150,000 tested, 0.12% active; Potency, µM (series often up to 57.1 µM), for inactives: at the top dose activity change, negative = cytotoxicity, hits mostly cytotoxic;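 also: potency is read from the fitted curve at half-maximal effect; 0% = DMSO-treated cells and -100% = medium-only wells without cells; nearly all actives have a fitted effect of over 30% in size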
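HEK-293-SNCA-luc cells (1500/well) plated 24 h, then exposed 24 h to a dilution series; GF-AFC added 30 min at 37C, fluorescence 405/540 nm; normalised to medium-only and DMSO wells, Hill fit.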
IP6K1 inh – IP6K1 kinase inhibition | Q92551 | 140,000 tested, 0.81% active | activity change, % (series mostly up to about 58 µM) | IP6K1 kinase, ADP-Glo luminescence, 2 h; active compounds read low; in the data active = activity change below about -25%
Target sequence (Q92551 whole entry, looked up): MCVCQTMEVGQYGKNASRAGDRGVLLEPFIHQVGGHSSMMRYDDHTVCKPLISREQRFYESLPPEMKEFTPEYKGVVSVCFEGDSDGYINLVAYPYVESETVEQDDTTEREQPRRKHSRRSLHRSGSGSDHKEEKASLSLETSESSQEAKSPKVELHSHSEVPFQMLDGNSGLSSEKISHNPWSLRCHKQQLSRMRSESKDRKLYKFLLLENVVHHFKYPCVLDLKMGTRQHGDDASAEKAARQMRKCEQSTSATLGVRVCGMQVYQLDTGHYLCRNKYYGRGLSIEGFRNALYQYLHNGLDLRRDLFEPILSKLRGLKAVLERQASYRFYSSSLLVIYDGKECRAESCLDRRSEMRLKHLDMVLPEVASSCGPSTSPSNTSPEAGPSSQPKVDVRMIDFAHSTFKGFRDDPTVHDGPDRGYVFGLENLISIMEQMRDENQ
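ADP-Glo luminescence measures ADP made by human IP6K1 during a 2 h RT reaction with ATP/IP6 (mix at 1.3 mM/130 uM); top library doses 57.5 and 19.1 uM final.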
GPT2 inh – inhibitors of human GPT2 alanine aminotransferase; Recombinant GPT2, coupled pyruvate oxidase/HRP Amplex Red fluorescence; AID 1671188; Potency, µM (doses to about 57.7 µM), for the others: at the highest dose activity change, negative = inhibition, hits mostly inhibitors; Q8TD30; 100,000 tested, 0.25% active; also: potency is read from the fitted curve at half-maximal effect; nearly all actives have a fitted effect of over 60% in size; many of its hits are not listed in these tables
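Inhibition is scored from Amplex Red fluorescence generated when pyruvate oxidase and HRP act on pyruvate released by GPT2. Reactions contain 10ng/uL enzyme, 250uM a-KG and 2mM L-alanine and run 30 min at room temperature.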
FLuc inh – Photinus pyralis luciferase inhibition; P08659; purified P. pyralis luciferase, luminescence, biochemical; Potency, µM (titrated, usually from 115 µM), for inactives: top-dose activity change, negative = inhibition, most hits filed as inhibitors; 76,000 tested, 2.5% active; also: potency is read from the fitted curve at half-maximal effect; nearly all actives have a fitted effect of over 65% in size
Target sequence (P08659 whole entry, looked up): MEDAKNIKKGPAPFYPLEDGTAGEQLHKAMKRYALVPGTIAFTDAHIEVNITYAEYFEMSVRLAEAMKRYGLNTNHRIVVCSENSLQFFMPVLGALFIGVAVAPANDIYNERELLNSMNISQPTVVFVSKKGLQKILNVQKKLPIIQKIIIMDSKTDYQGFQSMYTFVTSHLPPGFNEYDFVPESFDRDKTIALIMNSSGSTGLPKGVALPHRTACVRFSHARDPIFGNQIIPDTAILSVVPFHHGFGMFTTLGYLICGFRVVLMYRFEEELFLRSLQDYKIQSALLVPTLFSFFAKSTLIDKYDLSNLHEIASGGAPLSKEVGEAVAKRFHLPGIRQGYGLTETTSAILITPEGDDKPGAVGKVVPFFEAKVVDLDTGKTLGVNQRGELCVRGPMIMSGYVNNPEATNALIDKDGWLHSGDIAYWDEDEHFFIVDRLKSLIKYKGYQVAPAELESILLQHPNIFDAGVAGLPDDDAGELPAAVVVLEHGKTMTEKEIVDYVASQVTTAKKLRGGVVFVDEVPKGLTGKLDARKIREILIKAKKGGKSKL
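Biochemical qHTS: compound (6-point titration) added to 10uM D-luciferin plus 10uM ATP in Tris acetate pH 7.5 buffer with Mg, Tween-20 and BSA, then purified enzyme at 10nM; light output imaged.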
HEK cytotox – HEK 293 cell cytotoxicity; HEK 293 viability, ATP luminescence (CellTiter-Glo), 48-72 h; Potency, µM (top dose mostly 115 µM), without a hit: top-dose activity change, negative = cytotoxicity, usual class: inhibitors; 94,000 tested, 6.6% active; AID 1345083; also: potency is read from the fitted curve at half-maximal effect; nearly all actives have a fitted effect of over 60% in size
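ATP-coupled CellTiter-Glo luminescence served as viability read-out, recorded 10 min after reagent addition at room temperature. HEK 293 cells, 250 cells/well, had been incubated with pintool-transferred compound for 48 or 72 hr at 37 degree Celsius.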
Numbers without * were called inactive; i = inactive; ? = inconclusive; / = not tested or not shown; & = joins results of further samples; [ ] = remark or other dose. Unless noted, calls follow the shape of the dose curve; as a rule, active = well fitted curve in the direction sought with a large enough effect; inconclusive = small, poorly fitted or top-dose-only effect, or another doubt; inactive = no such curve, though single readings can be large; an effect the other way counts as inactive or inconclusive. Unless noted, % is scaled to controls: 0 for no effect and ±100 for the full control effect. Outcome played no part in choosing rows (roughly 7.7% active in at least one column).

SMILES	SNCA expr inhib	NIH3T3 tox	HEK293 viab	IP6K1 inh	GPT2 inh	FLuc inh	HEK cytotox
Fc1ccc(Nc2nc(SCc3cccc(F)c3)nc3ccccc23)cc1	?	/	-9%	9	/	/	/
CN(C)C[C@@H]1CN(Cc2ccccn2)C[C@H]1NC(=O)c1ccc(Cl)s1	35%[activator]	-9%	1%	1	i	1%	79µM*
Cc1ccc(F)c(NC(=O)C2CN(S(=O)(=O)C3CC3)CC23CCCCC3)c1 (centres undefined)	-27%	?	-21%	10	i	12%	?
Cc1cccc(-c2ccc(C(=O)NCCCn3ccnc3C(C)C)cn2)c1C	?	?	-12%	23	-12%[11.5 µM]	3%	?
COCCCNC(=O)c1ccc2nnc(-c3cccc(C(F)(F)F)c3)n2c1	-6%	-23%	9%	2	4%	/	-9%
Cc1oc(C(O)c2cccc(O)c2)nc1C(=O)NCc1ccccc1 (centres undefined)	2%[87.6 µM]	?	10%[87.6 µM]	12	i	11%[172 µM]	?
Cc1cccc(N2CCN(S(=O)(=O)c3ccc(F)c(C(=O)Nc4cccc(Cl)c4C)c3)CC2C)c1 (centres undefined)	10%	/	4%	54	/	/	/
CCC(=O)Oc1c(Sc2ccc(Cl)cc2)c(C)nn1-c1ccccc1	-13%	/	18%	-3	/	/	/
O=C(NCc1cccs1)c1nc(-c2ccsc2)c2ccccn12	20%[87.6 µM]	?	3%[87.6 µM]	0	i	-6%[172 µM]	?
CNC(=O)c1cc(C)nc2onc(C3CCN(C(=O)c4ccccc4OC)C3)c12 (centres undefined)	/	0%	/	-13	/	/	2%
Cc1ccc(-c2cc(C(=O)N3CCN(S(=O)(=O)c4ccc(Br)cc4)CC3)[nH]n2)c(C)c1	24%	/	8%	-2	/	/	/
O=c1[nH]c(SCc2cccc(Cl)c2)nc2c1CCC2	13%	/	3%	16	/	/	/
Cn1cc(-c2ccc([S+](C)(=O)[O-])cc2)c2nc(CNc3ccccc3)cn2c1=O	2%[87.6 µM]	?	3%[87.6 µM]	1	-11%[88.5 µM]	-17%[172 µM]	-23%[172 µM]
COc1ccc(-c2noc(-c3nnn(-c4ccc(C(C)C)cc4)c3C)n2)cc1OC	-18%	/	-1%	2	/	/	/
COc1cccc(C(=O)NC2CCN(c3nccc(Nc4ccccc4OC)n3)CC2)c1	-13%	?	-6%	0	2%	/	40µM*
CCC1(c2cnc[nH]2)Cc2ccccc2C1	55%[25.6 µM]	/	25%[23.9 µM]	27	-13%	/	/
COc1ccc(-c2ccnc(N[C@H]3CO[C@H]4[C@@H]3OC[C@H]4OC(=O)Nc3ccc(C(C)(C)C)cc3)n2)cc1	-11%	?	-11%	0	-12%	-6%	?
COc1ccc(OC)c(CNC(=O)CCCn2c(=O)c3cccn3c3cccnc32)c1	-3%	/	4%	-2	/	/	/
O=C(NC1CCCN(c2ccc3nnc(C4CC4)n3n2)C1)c1ccccc1F (centres undefined)	/	?	/	15	/	/	-18%
CN1CCN(C(C)(CN)c2ccccn2)CC1 (centres undefined)	23%[87.6 µM]	i	-15%[87.6 µM]	-17	-8%[88.5 µM]	/	i
Cc1ccc(-c2cn(C3CN(C(=O)C(C)CN4CCOCC4)C3)nn2)cc1 (centres undefined)	-14%	-12%	4%	24	i	-13%	-5%
CCN1C(=O)CCC2(C(=O)NCc3cccc(F)c3)CCCC=C12 (centres undefined)	?	i	-13%	-10	i	?	i
CCOc1ccccc1CN1CCc2nc(Nc3ccccc3)ncc2C1	0%	/	-15%	12	/	/	/
O=C1CC(c2ccccc2)N(C(=O)CNC(=O)c2cc(CN3CCOCC3)on2)CCCCCN1 (centres undefined)	?	-5%	-14%	17	i	2%	1%
CCOC(=O)c1ccc(N2C(=O)Cc3cc(OCC)c(OCC)cc3C2c2ccccc2)cc1 (centres undefined)	?	/	2%	18	/	/	/
Cc1noc(C)c1[S+](=O)([O-])N1CCC2(CC1)CC(c1cccc(C(F)(F)F)c1)=NO2	/	4.5µM*	/	29	/	/	?
c1ccc2c(CN3CCn4c(nnc4C4CCCNC4)C3)cccc2c1 (centres undefined)	-4%&-24%	-12%	-2%&-13%	-2&4	-4%&-5%	-9%	?
O=C(Cn1ccc2ccccc2c1=O)N1CCCOC(Cn2cccn2)C1 (centres undefined)	9%	2%	2%	-1	?	-7%	-5%
COc1nccc(N2CCC(CC(=O)N3CCN(CCC#N)CC3)CC2)n1	-23%	-27%	-2%	20	?	-6%	-8%
CCS(=O)(=O)N1CCC[C@H](n2c(=O)n(C)c3cccnc32)C1	14%	-1%	8%	15	-2%	-12%	i
COCCCn1c(C)cc(C(=O)N2CC(COC)C3(CCNCC3)C2)c1C (centres undefined)	-2%	-1%	-9%	13	i	-16%	-3%
COc1ccc(-c2noc(-c3ccc(NCc4ccccc4OC)c([N+](=O)[O-])c3)n2)cc1	21%	/	-6%	-5	/	/	/
CCOC(=O)c1ccc(NC(=O)c2cnc3c(-c4ccc(F)cc4)c(C)nn3c2C)cc1	10%	/	7%	10	/	/	/
CNS(=O)(=O)c1cn(CC(=O)N2CCN(c3ccc(C)cc3C)CC2)cc1S(=O)(=O)NC	-25%	/	-2%	4	/	/	/
O=C(c1cccc(Cl)c1)N1CCN(Cc2ccccc2-c2cccnc2)CC1	-10%	?	-2%[12.5 µM]	15	i	/	?
CCC1Oc2ccc(NC(=O)Cc3cccs3)cc2CN(Cc2ccc(OC)cc2)C1=O (centres undefined)	4%	?	-1%	-7	3%	-6%	?
O=C1CC(c2ccccc2)Cc2[nH]c(=O)c(C(=O)Nc3ccc(OC(F)(F)F)cc3)cc21 (centres undefined)	-16%	/	0%	41	/	/	/
O=C(c1cnccn1)N1CC2CC(C1)[C@H]1CCCC(=O)N1C2 (some centres undefined)	13%	i	3%	16	i	7%	6%
CCCC1=Nc2cc(C(=O)NCCOC)ccc2Sc2ccccc21	-26%	/	-12%	-5	/	/	/
Cc1cc(C)n(Cc2ccc(C(=O)NCC(=O)N3CCCCCNC(=O)CC3c3ccccc3)o2)n1 (centres undefined)	41%[activator]	-10%	-7%	16	-21%	1%	0%

A different layout for part of the listing above:
Molecule,SNCA expr inhib,NIH3T3 tox,HEK293 viab,IP6K1 inh,GPT2 inh,FLuc inh,HEK cytotox
c1ccc2c(CN3CCn4c(nnc4C4CCCNC4)C3)cccc2c1 (centres undefined),-4%&-24%,-12%,-2%&-13%,-2&4,-4%&-5%,-9%,?
O=C(Cn1ccc2ccccc2c1=O)N1CCCOC(Cn2cccn2)C1 (centres undefined),9%,2%,2%,-1,?,-7%,-5%
COc1nccc(N2CCC(CC(=O)N3CCN(CCC#N)CC3)CC2)n1,-23%,-27%,-2%,20,?,-6%,-8%
CCS(=O)(=O)N1CCC[C@H](n2c(=O)n(C)c3cccnc32)C1,14%,-1%,8%,15,-2%,-12%,i
COCCCn1c(C)cc(C(=O)N2CC(COC)C3(CCNCC3)C2)c1C (centres undefined),-2%,-1%,-9%,13,i,-16%,-3%
COc1ccc(-c2noc(-c3ccc(NCc4ccccc4OC)c([N+](=O)[O-])c3)n2)cc1,21%,/,-6%,-5,/,/,/
CCOC(=O)c1ccc(NC(=O)c2cnc3c(-c4ccc(F)cc4)c(C)nn3c2C)cc1,10%,/,7%,10,/,/,/
CNS(=O)(=O)c1cn(CC(=O)N2CCN(c3ccc(C)cc3C)CC2)cc1S(=O)(=O)NC,-25%,/,-2%,4,/,/,/
O=C(c1cccc(Cl)c1)N1CCN(Cc2ccccc2-c2cccnc2)CC1,-10%,?,-2%[12.5 µM],15,i,/,?
CCC1Oc2ccc(NC(=O)Cc3cccs3)cc2CN(Cc2ccc(OC)cc2)C1=O (centres undefined),4%,?,-1%,-7,3%,-6%,?
O=C1CC(c2ccccc2)Cc2[nH]c(=O)c(C(=O)Nc3ccc(OC(F)(F)F)cc3)cc21 (centres undefined),-16%,/,0%,41,/,/,/
O=C(c1cnccn1)N1CC2CC(C1)[C@H]1CCCC(=O)N1C2 (some centres undefined),13%,i,3%,16,i,7%,6%
CCCC1=Nc2cc(C(=O)NCCOC)ccc2Sc2ccccc21,-26%,/,-12%,-5,/,/,/
Cc1cc(C)n(Cc2ccc(C(=O)NCC(=O)N3CCCCCNC(=O)CC3c3ccccc3)o2)n1 (centres undefined),41%[activator],-10%,-7%,16,-21%,1%,0%

The list goes on.
SMILES	SNCA expr inhib	NIH3T3 tox	HEK293 viab	IP6K1 inh	GPT2 inh	FLuc inh	HEK cytotox
CC(C)(C)c1cc(C[C@@H]2C[C@H](NS(=O)(=O)c3ccccc3)C2(C)C)no1	-25%[87.6 µM]	?	-3%[87.6 µM]	-7	0%[88.5 µM]	9%[172 µM]	71µM*
Cc1ccc(C)c(NC(=O)Cn2ccn3nc(-c4ccccc4)c(CO)c3c2=O)c1	9%	?	-3%	13	i	12%	?
O=C(NCC1(COc2ccccc2)C[C@@H](O)[C@@H](O)C1)C1CCOCC1 (some centres undefined)	?	-9%[174 µM]	-3%[87.6 µM]	-3	?	-7%[172 µM]	i
Cc1nn(-c2ccc(C(C)(C)C)cc2)c(C)c1[C@@H]1C=C[C@@H](NC(=O)Nc2ccccc2)C1	2%[87.6 µM]	?	?	-3	-3%[88.5 µM]	-27%[172 µM]	?
CCCn1cnc2c1CN(S(=O)(=O)c1cccc(C(F)(F)F)c1)[C@H](C(=O)OC)C2	-15%[87.6 µM]	?	-1%[87.6 µM]	3	0%[88.5 µM]	-7%[172 µM]	-23%[172 µM]
COC1CCC12CCN(C(=O)COc1ccc(F)cc1)CC2 (centres undefined)	1%	-11%	-7%	-10	i	-4%	-7%
CCOC(=O)[C@H](CCc1ccccc1)N[C@H]1CCc2ccccc2N(CC(=O)O)C1=O	?	/	?	-8	-5%	/	/
CNC(=O)c1cc(C2CC2)nc2onc(C3CCCN(C(=O)C4CCCC4)C3)c12 (centres undefined)	/	?	/	-1	/	/	?
CC(C)C(=O)N1CCCCCC1c1nnc(-c2ccccc2)o1 (centres undefined)	-5%	-19%	-8%	-1	-3%	-1%	?
COc1ccc(C(=O)N2CCC(Cc3nc(-c4ccccc4)n[nH]3)CC2)cc1OC	10%	-2%	1%	-2	i	?	-22%
O=C(CC1COCCN1S(=O)(=O)c1ccccc1)NCc1ccccn1 (centres undefined)	-13%	-3%	2%	-1	3%	11%	-8%
CN1C[C@@H]2CC[C@H](CC1=O)N2Cc1ccc(S(C)(=O)=O)cc1	18%	-6%	-1%	9	-1%	-2%	-1%
